HttQ103 aggreg = qHTS Multiplex Assay to Identify Dual Action Probes in a Cell Model of Huntington: Aggregate Formation (GFP). PC12 HttQ103-GFP aggregates, Acumen cytometry, 40 h. actives 1.1% (n = 220,000). Potency, µM (highest dose often 46.1 µM), for the others: at the top dose activity change, negative = inhibition, actives largely listed as inhibitors; note: % is set by controls: 0 for no effect and ±100 for the full control effect; nearly all actives have a fitted effect of over 60% in size
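Compounds (qHTS titration) were added to PC12 cells expressing an ecdysone-driven HTT exon 1 Q103–GFP fusion after induction with 100 nM tebufenozide. Aggregate formation was measured as GFP objects in cell lysates.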
GAA inh = qHTS Assay for Inhibitors of Human alpha-Glucosidase as a Potential Chaperone Treatment of Pompe Disease | purified human GAA, 4-MU-alpha-glucoside fluorescence | AID 1466, 2008 | Lysosomal alpha-glucosidase (Homo sapiens), P10253 | Potency, µM (titrated, usually from 76.9 µM), for the others: at the highest dose activity change, negative = inhibition, most hits filed as inhibitors | actives 0.005% (n = 200,000);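 note: plate controls were uninhibited enzyme wells for no effect and no-enzyme background for full effect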
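AC50 values come from Hill fits of compound titrations (up to 77 uM) against 4 nM human enzyme. Substrate 4-methylumbelliferyl-alpha-D-pyranoside at 400 uM, pH 5.0 citrate buffer, 20 min room temperature; fluorescence Ex 365/Em 440 after alkaline stop.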
GAA glycogen mod = qHTS Assay for Inhibitors and Activators of Human alpha-Glucosidase Cleavage of Glycogen; actives 0.38% (n = 300,000); Potency, µM (titrated, usually from 76.4 µM), for inactives: top-dose activity change, negative = inhibition, usual class: inhibitors; Lysosomal alpha-glucosidase (Homo sapiens), P10253; recombinant GAA, glycogen substrate, Amplex Red glucose oxidase fluorescence; AID 2100, 2009;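 note: 0% = full enzyme reaction and -100% = no-enzyme basal signal; the screen sought inhibitors and activators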
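Recombinant enzyme (4 nM final) with compounds titrated up to 77 uM and bovine liver glycogen (30 ug) in citrate pH 5.0, 0.01% Tween-20, 37 C 40 min. Released glucose detected by Amplex Red/glucose oxidase (Ex 573/Em 610); AC50 from Hill fits.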
aGlu spleen mod = qHTS Assay for Inhibitors and Activators of Human alpha-Glucosidase From Spleen Homogenate | human spleen homogenate, 4-MU-alpha-glucoside fluorescence | Potency, µM (series often up to 79.9 µM), without a hit: top-dose activity change, negative = inhibition, usual class: inhibitors | actives 0.006% (n = 240,000) | AID 2112, 2009;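 note: 0% = enzyme with vehicle and -100% = no enzyme basal signal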
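Human spleen homogenate (1 ug) with 4-methylumbelliferyl-alpha-D-glucopyranoside (1 mM final) in 50 mM citrate/phosphate pH 5.0, 0.01% Tween-20; 40 min at 37 C. Stopped at pH 10; 4-MU fluorescence Ex 365/Em 440 nm; AC50 by Hill fit.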
RGS12 GoLoco inh = qHTS Assay for Inhibitors of RGS12 GoLoco Motif Activity (Red Fluorophore) | Gai1:RGS12 GoLoco peptide FP, rhodamine, 10 min | Potency, µM (titrated, usually from 61.6 µM), for the others: at the top dose activity, negative = inhibition, usual class: inhibitors | actives 0.44% (n = 230,000) | Guanine nucleotide-binding protein G(i) subunit alpha-1 (Homo sapiens), P63096; active = well fitted inhibition curve with a large enough effect, not every such curve was filed as active; inactive = no such curve, though single readings can be large or run the other way; note: % is set by controls: 0 for no effect and ±100 for the full control effect; nearly all actives have a fitted effect of over 30% in size; many of its hits are not listed in these tables
Target sequence (P63096 whole entry, looked up): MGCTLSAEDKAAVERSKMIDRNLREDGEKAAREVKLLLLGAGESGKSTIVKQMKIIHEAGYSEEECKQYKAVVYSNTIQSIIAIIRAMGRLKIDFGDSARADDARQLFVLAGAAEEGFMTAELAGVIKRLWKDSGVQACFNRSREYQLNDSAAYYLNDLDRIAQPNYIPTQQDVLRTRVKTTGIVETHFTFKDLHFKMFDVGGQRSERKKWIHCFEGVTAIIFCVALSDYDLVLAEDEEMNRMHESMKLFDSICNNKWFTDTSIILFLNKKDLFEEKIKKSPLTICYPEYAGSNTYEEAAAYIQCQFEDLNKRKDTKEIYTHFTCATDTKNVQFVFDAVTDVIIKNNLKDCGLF
IMPase Li cell = qHTS Assay for Identifying the Cell-Membrane Permeable IMPase Inhibitors: Potentiation with Lithium. CHO-M1 cells, IP1 TR-FRET (IP-One), carbachol + lithium. Potency, µM (doses to about 59.4 µM), without a hit: at the highest dose activity, negative = IMPase inhibition, usual class: inhibitors. actives 0.35% (n = 210,000). AID 1457, 2008;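 note: IP1 builds up when IMPase is blocked and the TR-FRET signal falls; plate controls were basal vehicle for no effect and high inhibitor control for full effect; nearly all actives have a fitted effect of over 50% in size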
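Steps: plate 2000 CHO-M1 cells per well and culture 16–30 h; add compound and lithium; incubate 30 min, 37C; add d2-IP1 tracer and Eu cryptate anti-IP1 antibody in lysis buffer; read after 10 min at room temperature.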
HTT ATP protect = qHTS Multiplex Assay to Identify Dual Action Probes in a Cell Model of Huntington: Cytoprotection (ATP) | Potency, µM (series often up to 56.4 µM), without a hit: cytoprotection (ATP increase), most hits filed as activators | PC12 HTT-Q103 induced, cytoprotection, ATP luminescence, 40 h | actives 0.14% (n = 230,000);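 note: % of control where 0% means no effect; nearly all actives have a fitted effect of over 45% in size; toxic huntingtin expression switched on by the ecdysone agonist tebufenozide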
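PC12 cells with ecdysone-inducible HTT exon 1 Q103-GFP, induced with 100 nM tebufenozide and co-treated with library compounds in a dose series (1536-well, 1500 cells/well). Cytoprotection read as ATP content by ATPlite luminescence.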
* hit, by the source's call; ? = inconclusive; · = not tested or not shown; & = joins results of further samples; [ ] = dose if it differs, or a comment. Unless noted, calls come from the whole dose curve; as a rule, active = well fitted curve in the direction sought with a large enough effect; inconclusive = small, poorly fitted or top-dose-only effect, or another doubt; inactive = no such curve, though single readings can be large; an effect the other way counts as inactive or inconclusive. Potency is the fitted concentration of half-maximal effect. An excerpt; count on the stated rates, not on these rows.

molecule,HttQ103 aggreg,GAA inh,GAA glycogen mod,aGlu spleen mod,RGS12 GoLoco inh,IMPase Li cell,HTT ATP protect
O=C(O)C1CC(=O)N(Cc2cccnc2)C1 (configuration not stated),-13%,-6%,0%,4%,3%,1%[38.3 µM],-5%
CCC(C)NC(=O)c1ccc(CS(=O)(=O)Cc2ccc(Cl)cc2)o1 (configuration not stated),-7%,-3%,6%,-1%,0%,37%[38.3 µM],?
CC(C)OC(=O)c1cc2c(OC[C@@H](O)CNC(C)(C)C)cccc2[nH]1,·,·,·,-6%,3%,4%,-17%
COc1cccc(-c2cncnc2NCc2cccnc2)c1,·,·,·,4%,-1%,25%,-47%[inhibitor]
COC(=O)c1ccc(/C=N\NC(=O)CC(=O)NCCc2ccccc2)cc1,·,-3%,4%,5%,10%,-2%,·
CCOC(=O)CN1C(=O)N[C@H](c2ccc(Br)cc2)C(C(C)=O)=C1C,?,-3%[15.4 µM],-7%,-1%,1%,7%,·
CC(C)c1ccccc1NC(=O)Cn1c(-c2ccccc2Cl)nc2ccccc21,-4%,-1%,6%,14%,58%[activator],4%,7%[10 µM]
Nc1c(C(=O)c2ccccc2)sc(Nc2ccccc2)c1S(=O)(=O)c1ccccc1,-9%,?,-12%,-3%,6%,16%,-6%[10 µM]
O=c1cc(O)c2sc3nc(-c4ccccc4)cc(C(F)(F)F)c3c2[nH]1,7%,-4%,-14%,-4%,-2%,-2%,5%[10 µM]
COc1ccc2c(c1)C(=O)[C@H](OC(=O)NS(=O)(=O)c1ccc(F)cc1)[C@@H](c1ccc(OC)c(Br)c1)O2,·,·,·,7%,4%,19%,-69%[inhibitor]
CN(CCc1ccccn1)C(=O)CC1C(=O)NCCN1Cc1ccc(-c2ccccc2)cc1 (configuration not stated),-12%[9.22 µM],2%,20%,-5%,4%,10%,-17%[10 µM]
CC1CCCN(CCCNC(=O)c2coc3nc4ccccc4nc23)C1 (configuration not stated),-3%,?,-7%,?,132%[activator],12%[38.3 µM],16%

Three of these compounds, reformatted.
Below each SMILES: HttQ103 aggreg	GAA inh	GAA glycogen mod	aGlu spleen mod	RGS12 GoLoco inh	IMPase Li cell	HTT ATP protect
CCC(C)NC(=O)c1ccc(CS(=O)(=O)Cc2ccc(Cl)cc2)o1 (configuration not stated)
  -7%	-3%	6%	-1%	0%	37%[38.3 µM]	?
CC(C)OC(=O)c1cc2c(OC[C@@H](O)CNC(C)(C)C)cccc2[nH]1
  ·	·	·	-6%	3%	4%	-17%
COc1cccc(-c2cncnc2NCc2cccnc2)c1
  ·	·	·	4%	-1%	25%	-47%[inhibitor]

Following part.
molecule,HttQ103 aggreg,GAA inh,GAA glycogen mod,aGlu spleen mod,RGS12 GoLoco inh,IMPase Li cell,HTT ATP protect
C/C(=C\C(=O)c1ccncc1)Nc1ccccc1O,-17%,-4%,25µM*,-3%,2%,2%[38.3 µM],1%
CC1(C)CC2(CCO1)OC(=O)CC2C(=O)Nc1ccc(Cl)cc1[N+](=O)[O-] (configuration not stated),9%[9.22 µM],·,4%,5%,0%,·,12%[10 µM]
Cc1cc(C)c2c(n1)nn1c(N3CCN(Cc4ccccc4)CC3)cc(C)nc21,27%,?,10%,11%,7%,4%[38.3 µM],-6%
CCCCN(CC)CCNC(=O)c1nn(-c2ccc(OC)cc2)c(=O)c2c1c1ccccc1n2C,25%,-3%,-6%,5%,-9%,9%,-19%
C=CCNC(=O)C1CC(=O)N(c2ccc(C)cc2)C1 (configuration not stated),-8%,-5%,0%,-3%,4%,-4%[38.3 µM],-6%
Nc1cc(S(=O)(=O)C(F)(F)F)ccc1C(=O)O,-8%,-2%,5%,8%,-2%,8%[38.3 µM],?
CC1CCCCC1N=CC1=C(O)CC(C)(C)CC1=O (configuration not stated),-21%,-6%,-5%,1%,-6%,-20%[38.3 µM],-4%
COc1ccc(S(=O)(=O)n2nc(OC(=O)c3ccccc3Br)cc2N)cc1,0%,-2%,-8%,1%,·,·,-10%
COC(=O)c1c(-c2ccccc2)csc1NC1=NS(=O)(=O)c2ccccc21,-7%,2%,-16%,6%,-33%,-2%,0%[10 µM]
Cc1ccc(NC(=O)COc2ccc(Br)cc2CO)cc1,-13%,1%,5%,5%,17%,40%[activator][38.3 µM],14%
O=C(Cn1cnc2ccccc2c1=O)N1CCN(Cc2ccc3c(c2)OCO3)CC1,-16%,?,5%,-3%,8%,12%[38.3 µM],-12%
O=c1n(CCCN2CCN(c3cccc(Cl)c3)CC2)nc2ccccn12,-13%,-20%[15.4 µM],7%,5%,9%,5%&3%&27%&1%,?

The results go on:
molecule,HttQ103 aggreg,GAA inh,GAA glycogen mod,aGlu spleen mod,RGS12 GoLoco inh,IMPase Li cell,HTT ATP protect
O=C(/C=C/c1ccc2c(c1)OCO2)Nc1nc2ccccc2s1,5%,12%,12%,-6%,-11%,1%,-14%[10 µM]
CCn1nc(C(=O)NNC(=O)COc2ccccc2C)c2ccccc2c1=O,16%,0%,-2%,-2%,10%,-3%,·
CCOC(=O)c1cnc2ccc(OCC)cc2c1NCc1cccnc1,-19%,10%,7%,9%,9%,10%,-18%[10 µM]
O=C(O)CSCC(=O)Nc1ccc(-c2nc3ccccc3s2)cc1,-10%[9.22 µM],?,3%,8%,14%,·,-24%[10 µM]
NS(=O)(=O)c1ccc(NN=C2CCCCC2)c([N+](=O)[O-])c1,-19%,2%,-4%,-1%,-7%,-1%,-10%[10 µM]
COc1ccccc1-c1cc(C(=O)Nc2ccccc2SC)no1,5%,1%,-18%,-4%,12%,-3%[38.3 µM],-22%
N#CCCn1c(=O)c(CCc2ccccc2)nc2cnc(Nc3ccccc3)nc21,·,·,·,-2%,55%[activator],3%,-3%
Cc1ccc2nc(N(CCN(C)C)C(=O)c3cc(Cl)sc3Cl)sc2c1,-7%,-3%,1%,-3%,2%,21%,8%[10 µM]
CCn1c(SCc2nc3ccccc3[nH]2)nnc1-c1ccc(OC)cc1,6%,-4%,-3%,-1%,12%,-11%[38.3 µM],-12%
Cc1ccc(N2CC(C(=O)NCc3cccs3)CC2=O)cc1C (configuration not stated),2%,-4%,-2%,8%,32%[activator],6%,10%[1.9 µM]
CC(=O)Nc1ccc(NC(=O)CSc2ccc([N+](=O)[O-])cn2)cc1,9%[9.22 µM],·,4%,-8%,0%,·,10%[10 µM]
CCOC(=O)c1cc(CC)sc1NC(=O)Cc1ccccc1,8%,-12%,-14%,-13%,7%,16%[38.3 µM],4%[10 µM]

(continued)
molecule,HttQ103 aggreg,GAA inh,GAA glycogen mod,aGlu spleen mod,RGS12 GoLoco inh,IMPase Li cell,HTT ATP protect
O=C(c1ccncc1)N1N=C(C2CCCCC2)CC1(O)C(F)(F)F (configuration not stated),?,-2%,4%,3%,9%,3%,?
O=C(NCc1ccccn1)Nc1ccccc1,-13%[9.22 µM],?,20%,4%,2%,-3%,-13%[10 µM]
Cc1ccc(/C=C/C(=O)N2CC(=O)Nc3ccccc32)o1,5%,7%,-7%,-18%,-15%,0%,19%
O=C(O)CCCNC(=O)CC1S/C(=N/N=C/c2ccccc2O)NC1=O (configuration not stated),14%,-1%,4%,1%,5%,0%,11%[10 µM]
O=C(C[n+]1ccc2ccccc2c1)c1cccc2ccccc12,-21%,-5%,9%,-2%,14%,14%,-17%
CCC(C)[C@H]1CNC(=O)C(=O)N1CCCc1cc(OC)c(OC)c(OC)c1 (some centres not stated),-9%[9.22 µM],·,5%,-16%,6%,·,12%[10 µM]
Cc1nnc(SCC(=O)N(C(C)C)C(C)C)nc1C,-1%,4%,0%,7%,1%,2%,-7%[10 µM]
O=S(=O)(N1CCOCC1)N1CCN(c2ccc(F)cc2)CC1,2%[9.22 µM],3%,-1%,-14%,2%,-8%[38.3 µM],15%
O=C(CN1C2CCCC1CC(NC(=O)c1ccco1)C2)Nc1ccccc1C(F)(F)F (configuration not stated),-1%,3%,2%,-8%,10%,1%,23%[10 µM]
COc1ccc(/C(N)=N/OC(=O)Oc2ccccc2)cc1OC,-1%,9%,-7%,4%,-3%,-1%,13%[10 µM]
O=C(CCCN1C(=O)/C(=C\c2cccs2)SC1=S)Nc1cccnc1,1%,0%,1%,-1%,22%,1%,7%[0.074 µM]
COCCNC(=O)c1ccccc1NC(=O)Cc1ccccc1,7%[9.22 µM],2%,23%,-1%,8%,-5%,-33%

(next part)
molecule,HttQ103 aggreg,GAA inh,GAA glycogen mod,aGlu spleen mod,RGS12 GoLoco inh,IMPase Li cell,HTT ATP protect
CC1(C)CC(=O)c2cnc(NC(=O)Cc3ccc(Cl)cc3)nc2C1,-10%,-4%,-1%,-10%,6%,14%[38.3 µM],7%[10 µM]
CCN1CCN(C(=O)C2CCN(Cc3cc(Cl)ccc3O)CC2)CC1,7%,4%,29%,-6%,3%,18%[38.3 µM],-2%[10 µM]
COc1ccccc1C(=O)C1CCCN(C(=O)c2cccc(-n3cccn3)c2)C1 (configuration not stated),12%[9.22 µM],10%,-7%,-6%,8%,14%,?
CC(C)(C)NC(=O)C(c1cccs1)N(CC1CCCO1)C(=O)c1ccc(-c2ccccc2)[nH]1 (configuration not stated),1%,-13%,-11%,-6%,-11%,5%,-6%[1.9 µM]
CSc1cnn(-c2ccccc2)c(=O)c1SC,8%[9.22 µM],-3%,5%,-1%,-11%,11µM*,-1%
O=C(/C=C/c1ccco1)NCC1CCCO1 (configuration not stated),6%,-1%,3%,3%,-16%,-2%[38.3 µM],-6%
O=S(=O)(c1ccccc1)N1CCC2(CC1)CN(c1ncccn1)C2,·,·,·,-2%,4%,-9%,-31%[inhibitor]
CC(CCc1ccccc1)NC(=O)COC(=O)CC1CC2CCC1C2 (configuration not stated),-1%,4%,0%,-2%,·,·,1%[10 µM]
O=C(COC(=O)c1ccc(F)cc1)Nc1ccccc1N1CCOCC1,15%,4%,-1%,-8%,9%,-3%,-3%[10 µM]
